C2C12 statin: suppressors of simvastatin-induced myotoxicity in C2C12 myotubes | ATP luminescence, 48 h; scaled: DMSO 0, geranylgeraniol control 100 | 330,000 tested, 0.78% active | rescue of ATP level, % at 7.49 µM | AID 602340;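 active means mean ATP rescue above about 67%, or every replicate alone reaching that limit, limit read from the data, passing the limit was not always enough; inconclusive means no clear call, values can overlap the other calls; inactive means mean under the limit and some replicate under it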;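 further: myotubes were challenged with 10 µM simvastatin during compound exposure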
Cneo AK release: causes C. neoformans cell lysis; adenylate kinase release luminescence, 4 h; normalised: neutral wells 0, clomiphene wells 100; lysis activity, % at 15 µM; 360,000 tested, 0.2% active;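 active means mean lysis activity across replicates of at least 80%, whatever share of replicates individually reach that level; inactive means mean lysis activity below 80%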
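Material: C. neoformans cells | Amount: Yeast cell density of 5 × 10^6 cells/mL | Medium: Fresh YPD growth medium | Dosing: Single dose | Times: Static 4 h at 37 °C with compound, 1 h detection | Detection: AK luminescence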
PGC1a acetyl inh: modulators of PGC1a acetylation | U2OS PGC1a acetylation, AlphaScreen anti-acetyl-lysine; with virally co-expressed GCN5 acetyltransferase | inhibition, % at 15.6 µM | 350,000 tested, 0.17% active;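 active means every replicate shows inhibition of at least 40%; inconclusive means mean inhibition at least 40% but some replicate below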;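 further: 0% = neutral control wells and 100% = positive control wells; some results beyond the cut were filed as inactive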
The depositor's hits bear a star; ? = inconclusive.

SMILES	C2C12 statin	Cneo AK release	PGC1a acetyl inh
COc1ccccc1N(CC(=O)Nc1ccc2c(c1)OCO2)S(=O)(=O)c1ccccc1	-1	1	-18
Cc1ccc(S(=O)(=O)NNC(=O)c2cc3cc4ccccc4nc3s2)cc1	17	5	-22
O=C(c1cccs1)N1CCCC(c2nc(-c3ccc(F)cc3)no2)C1 (centres undefined)	-4	4	-4
O=C(C/C=N/OCc1c(Cl)cccc1Cl)c1cnc(-c2ccccc2)s1	108*	1	?
O=C(CSc1nnnn1Cc1ccccc1)NCCc1ccccc1	-7	0	3
O=C(NC1CCCCCC1)c1ccc(CN2CCOCC2)cc1	-7	-3	7
CS(=O)(=O)c1ccc2nc(NC(=O)c3cc4ccccc4o3)sc2c1	-21	-6	9
Cc1cc(NC(=O)CCc2ccc(S(=O)(=O)N3CCOCC3)cc2)n(-c2ccccc2)n1	7	2	-12
Cc1ccc(N=CC2=C(O)CC(c3ccco3)CC2=O)cc1 (centres undefined)	-20	5	6
N#Cc1ccc(Oc2cccnc2)cc1C#N	-1	1	-53
O=C(c1ccccc1Br)N1CCN(c2ccccc2)CC1	-9	-1	-21
COC(=O)c1cccc(-n2[nH]nnc2=S)c1	11	-1	8
CCc1ccc(N2C(=O)c3sc4nnc(C)c(=O)n4c3C2=O)cc1	5	-1	-3
Nc1cccc(S(=O)(=O)c2cccc(N)c2)c1	6	-1	-8
COc1cc(C2C(C(=O)c3ccco3)=C(O)C(=O)N2c2cc(C)on2)cc(Br)c1O (centres undefined)	0	1	5
CCSc1nc(C2CC2)cc(-c2ccco2)c1C#N	100*	0	-43
CCOc1ccccc1NC(=O)N1CCC(c2nc3ccccc3[nH]2)CC1	44	4	3
COC(=O)c1[nH]c2cc(C)ccc2c1NC(=O)CN1CCN(c2ccccc2OC)CC1	86*	1	3
CCc1ccc(NC(=O)C2(c3ccccc3)CC2(Cl)Cl)cc1 (centres undefined)	18	2	-17
C1CCC(n2nnnc2CN2CCCC2)CC1	3	9	0
Cc1ccc(Cn2c(N)c(S(=O)(=O)c3cccs3)c3nc4ccccc4nc32)cc1	14	28	-12
Cc1ccc(C(=O)N2CCCC2)cc1S(=O)(=O)Nc1ccccc1	-3	4	-20
CC(=O)Nc1ccc(Nc2nc(C)nc3c2oc2ccccc23)cc1	-10	-1	5
COc1ccc(C(=O)NCCn2cc(SCC(=O)Nc3cc(C)on3)c3ccccc32)cc1OC	3	5	-14
CC(=O)n1c2ccccc2c2nc3ccccc3nc21	2	3	22
COc1ccc(CNC(=O)/C=C/c2cc3c(cc2Br)OCO3)cc1	86*	-3	27
CC(C)(C)n1nnnc1C(c1ccccc1F)N1CCN(C2CCCC2)CC1 (centres undefined)	-9	-1	-3
CCCCOC(=O)Nc1ccc(C(=O)OC)cc1	-4	1	1
COc1ccc(-c2[nH]ncc2-c2cnn(-c3ccccc3)c2)c(O)c1	-4	18	-12
Cc1cccc(C)c1NC(=O)Nc1cccs1	1	-3	3
CCOC(=O)Cc1nnc(Nc2ccc(C)cc2)c2ccccc12	-2	2	-19
Cc1ccc(C)c(N2CCN(C(=O)CN(C)S(=O)(=O)c3cnc[nH]3)CC2)c1	-6	5	-19
COc1ccc(C(=O)Nc2cccc(C(C)=O)c2)cc1S(=O)(=O)N1CCOCC1	-8	1	-29
Cc1cc(Cl)ccc1OC(C)C(=O)Nc1ccccc1N1CCOCC1 (centres undefined)	94*	-3	-15
CCC(=O)c1ccc(OCCSc2ncccn2)cc1	-2	-3	3
O=C(/C=C/Nc1ccc(F)cc1)c1ccco1	13	-2	1
Cc1cccc2cc(CN(Cc3nnnn3Cc3ccco3)C3CCCC3)c3nnnn3c12	-2	2	-55
O=C(O)CNC(=O)c1ccccc1F	8	1	-6
Cc1nn(-c2ccccc2)c2sc(C(=O)OC3CCOC3=O)cc12 (centres undefined)	3	1	21
CC(C)Cc1nnc(NC(=O)CSc2nc(N)cc(=O)[nH]2)s1	-12	1	10
CCN(CC)S(=O)(=O)c1ccc(OC)c(NC(=O)c2cc([N+](=O)[O-])ccc2Cl)c1	1	1	11
Cc1cc(=O)oc2c(C(=O)/C=C/c3ccccc3)c(O)ccc12	17	-3	-3
O=C1C2C3C=CC(C3)C2C(=O)N1Cc1ccccc1 (centres undefined)	-14	2	5
Cc1nc(Nc2ccc(S(N)(=O)=O)cc2)oc1C	-4	1	9
Cc1cccc(OCc2n[nH]c(=S)o2)c1	6	0	7
COc1ccccc1OCC(=O)N/N=C1\CCc2ccccc21	-12	1	-3
O=C(Nc1ccc(Cl)cc1Cl)c1n[nH]c(Cn2cncn2)n1	1	-3	9
COc1ccc(-c2nc(N)n(C(C)=O)n2)cc1	-2	1	-2
CCN(CC)c1ccc(NC(=O)Cn2nnc(-c3cccc(OC)c3OC)n2)c(C)c1	-14	2	-1
COc1cc2nc(SCC(=O)NCc3ccco3)n(Cc3ccc(Cl)cc3)c(=O)c2cc1OC	-106	-2	-2
Cc1nc(SC2CC(=O)N(c3cc(Cl)cc(Cl)c3)C2=O)nc2c1CCCC2 (centres undefined)	22	0	67
COc1ccc(C(=O)Nc2ccc(S(=O)(=O)N3CCCCC3C)cc2)c(OC)c1OC (centres undefined)	-18	-2	-20
Cc1cccc(C)c1NC(=O)C1CCCNC1 (centres undefined)	-5	1	10
CC1=C(C(=O)Nc2ccccc2C)C(c2cccnc2)n2nc(CCCO)nc2N1 (centres undefined)	-11	1	-1
COc1ccc(C(=O)N2CCCc3ccccc32)cc1	9	1	1
CC(=O)Nc1ccc(Oc2sc(C(=O)c3ccccc3)c(N)c2C#N)cc1	0	2	?
CS(=O)(=O)N1CCCC(C(=O)NCCc2ccccc2)C1 (centres undefined)	1	3	-5
CCOC(=O)c1c(CN2CCC(C)CC2)oc2ccc(OC)cc12	-5	3	-8
Cc1nn(Cc2ccc(F)cc2)c(C)c1NC(=O)c1nn(C)cc1Cl	3	0	-4
Cc1cnn(-c2cc(N/N=C/c3ccc(F)cc3)ncn2)c1	-2	1	-9

The results go on:
SMILES	C2C12 statin	Cneo AK release	PGC1a acetyl inh
Cc1ccc(/C=N/NC(=O)Cn2cnc3ccccc32)o1	0	-8	0
O=C(CN1CCC(c2nc3ccccc3[nH]2)CC1)Nc1ccc2c(c1)OCO2	4	-1	-47
O=C(OCc1cc(-c2ccccc2)no1)c1ccc2ccccc2n1	0	0	8
CC[C@H](C)[C@H](NC(=O)[C@H](Cc1ccc(O)cc1)NC(=O)[C@@H](N)C(C)C)C(=O)N[C@@H](Cc1cnc[nH]1)C(=O)N1CCC[C@H]1C(=O)N[C@@H](Cc1ccccc1)C(=O)O	-3	0	7
CCCCN(CCCC)CP(=O)(c1ccccc1)c1ccccc1	-3	-1	-10
CCOC(=O)N1CCN(c2nc(C)cc(C(F)(F)F)n2)CC1	6	6	8
COCCN1C(=O)N(c2cccc(C)c2)C(=O)C1CC(=O)Nc1ccc(F)cc1 (centres undefined)	12	-1	16
CCOC(=O)c1cc(-c2cccs2)nc2onc(C)c12	14	0	-21
O=C(NCN1C(=O)C2C3C=CC(C3)C2C1=O)Nc1nccs1 (centres undefined)	4	-3	-10
Cc1cc(NC(=O)C2C3C(=O)N(Cc4ccc(Cl)cc4)C(C(=O)NCc4ccccc4)C34C=CC2(C)O4)no1 (centres undefined)	-2	0	-21
Cc1nc2ccccc2c(=O)n1/N=C/c1ccncc1	5	-2	1
NC(=O)C1CC(=O)N(c2ccc(OCC(=O)Nc3cccc(C(F)(F)F)c3)cc2)C1 (centres undefined)	1	0	0
CN(C)S(=O)(=O)c1cccc(NC(=S)Nc2ccc(Cl)cc2Cl)c1	-4	-1	6
O=c1c2c3nc4ccccc4nc3n(/N=C/c3ccco3)c2ncn1CCC1=CCCCC1	52	-1	4
CCOC(=O)C1CCN(C(=O)CCn2c(=O)[nH]c3ccsc3c2=O)CC1	3	-1	-1
CCn1c(SCC(=O)N2CCCc3ccccc32)nc2cccnc21	7	0	0
COc1ccccc1N1CCN(CCCCN2C(=O)C3CCCCN3C2=O)CC1 (centres undefined)	5	4	-12
O=C(CCl)c1ccc(Cc2ncc(C(F)(F)F)cc2Cl)s1	49	0	11
CC1CN(Cc2nc3c(c(=O)n(C)c(=O)n3C)n2CC(O)CO)CC(C)O1 (centres undefined)	-7	2	-2
COc1ccc([N+](=O)[O-])cc1COc1cc(C)cc2oc(=O)cc(-c3ccccc3)c12	-7	-3	3
Cc1ccc(CNC(=O)Cn2c(=O)oc3ccccc32)o1	-13	4	1
NC(=O)CCn1c(=O)oc2ccccc21	19	3	32
COc1ccc(CCNC(=O)N2c3ccccc3Sc3ccccc32)cc1	16	4	0
COc1ccc(Cn2c(=O)oc3ccc(C)cc32)cc1OC	-2	-1	10
CN(C)S(=O)(=O)c1ccc2c(c1)C(CC(=O)O)OC2=O (centres undefined)	0	0	5
O=C(Nc1ccc(N2CCOCC2)cc1N1CCOCC1)c1ccco1	3	3	0
COc1ccccc1C1(CC(=O)O)CCOC(C(C)C)C1 (centres undefined)	5	-1	1
Nc1cc(=O)[nH]c(SCC(=O)Nc2ccc(F)c(Cl)c2)n1	2	4	-16
COc1ccc(Nc2nc(C(=O)NCCCN3CCOCC3)cs2)cc1	-12	3	10
COc1ccc(CC(=O)NC2CCN(CC(=O)Nc3ccc4c(c3)OCCO4)CC2)cc1OC	2	12	12
CN1OC[C@@H]2CN[C@H](c3ccc(-c4cc5ccccc5o4)cc3)C[C@@H]21	-3	-6	-4
CC(=O)c1cc(C#N)c(Oc2cc(C)cc(C)c2)nc1C	17	0	5

Structural class: the compounds so far with a furan ring, fused or not.
SMILES	C2C12 statin	Cneo AK release	PGC1a acetyl inh
CS(=O)(=O)c1ccc2nc(NC(=O)c3cc4ccccc4o3)sc2c1	-21	-6	9
Cc1ccc(N=CC2=C(O)CC(c3ccco3)CC2=O)cc1 (centres undefined)	-20	5	6
COc1cc(C2C(C(=O)c3ccco3)=C(O)C(=O)N2c2cc(C)on2)cc(Br)c1O (centres undefined)	0	1	5
CCSc1nc(C2CC2)cc(-c2ccco2)c1C#N	100*	0	-43
CC(=O)Nc1ccc(Nc2nc(C)nc3c2oc2ccccc23)cc1	-10	-1	5
O=C(/C=C/Nc1ccc(F)cc1)c1ccco1	13	-2	1
Cc1cccc2cc(CN(Cc3nnnn3Cc3ccco3)C3CCCC3)c3nnnn3c12	-2	2	-55
COc1cc2nc(SCC(=O)NCc3ccco3)n(Cc3ccc(Cl)cc3)c(=O)c2cc1OC	-106	-2	-2
CCOC(=O)c1c(CN2CCC(C)CC2)oc2ccc(OC)cc12	-5	3	-8
Cc1ccc(/C=N/NC(=O)Cn2cnc3ccccc32)o1	0	-8	0
O=c1c2c3nc4ccccc4nc3n(/N=C/c3ccco3)c2ncn1CCC1=CCCCC1	52	-1	4
Cc1ccc(CNC(=O)Cn2c(=O)oc3ccccc32)o1	-13	4	1
O=C(Nc1ccc(N2CCOCC2)cc1N1CCOCC1)c1ccco1	3	3	0
CN1OC[C@@H]2CN[C@H](c3ccc(-c4cc5ccccc5o4)cc3)C[C@@H]21	-3	-6	-4

Bioassay records (PubChem BioAssay)

A portion of the library (hit frequency here may not be typical).
